Screens: PubChem, Broad Institute
SIRT5 block: blocks human SIRT5 desuccinylation of peptide. Q9NXA8. Purified SirT5, succinyl-peptide AMC, trypsin-coupled fluorescence. inhibition, % at 15 µM. 330,000 tested, 1.1% active. AID 652115; in the data active = inhibition above about 15%
Target sequence (Q9NXA8 whole entry, looked up): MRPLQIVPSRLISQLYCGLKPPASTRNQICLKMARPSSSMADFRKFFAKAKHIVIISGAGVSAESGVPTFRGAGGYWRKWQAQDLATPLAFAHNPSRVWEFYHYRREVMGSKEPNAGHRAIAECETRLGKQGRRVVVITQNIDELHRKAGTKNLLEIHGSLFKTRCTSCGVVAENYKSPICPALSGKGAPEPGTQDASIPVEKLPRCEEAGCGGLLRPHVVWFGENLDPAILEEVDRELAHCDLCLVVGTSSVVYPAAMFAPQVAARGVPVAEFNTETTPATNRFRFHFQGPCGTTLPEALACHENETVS
miR-122 sensor: inhibitors of miR-122 in Huh7 cells | 340,000 tested, 0.3% active | activation (reporter increase), % at 12.5 µM | Huh7 miR-122 Renilla luciferase sensor, 48 h; neutral wells = 0, positive control = 100;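 active = mean replicate activation score at least 90 and every replicate individually at or above 90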;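 also: higher luciferase means less miR-122 activity so hits act as miR-122 inhibitors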
ARNT TACC3 PPI: ARNT/TACC3 interaction disruption; AlphaScreen His-ARNT PAS-B/GST-TACC3 binding, luminescence; TACC3 fragment carries E629A point mutation; inhibition, % at 9.99 µM; Q9Y6A5; 390,000 tested, 0.66% active;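 active = mean inhibition of replicates at least 50% and at least half of replicates each reaching 50%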;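 also: 0% = complete ARNT plus TACC3 wells and 100% = ARNT alone without TACC3; many hits fall short of the cut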
C2C12 statin: suppression of simvastatin myotoxicity | C2C12 myotubes + simvastatin, ATP luminescence, 48 h; scaled: DMSO 0, geranylgeraniol control 100 | rescue of ATP level, % at 7.49 µM | 330,000 tested, 0.78% active | AID 602340;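 active = mean ATP rescue above about 67%, or every replicate alone reaching that limit, limit read from the data, passing the limit was not always enough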;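 also: myotubes were challenged with 10 µM simvastatin during compound exposure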
Cneo AK release: causes C. neoformans cell lysis; lysis activity, % at 15 µM; 360,000 tested, 0.2% active; adenylate kinase release luminescence, 4 h; normalised: neutral wells 0, clomiphene wells 100;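 active = mean lysis activity across replicates of at least 80%, whatever share of replicates individually reach that level; inactive = mean lysis activity below 80%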
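read-out = cell lysis signal | test system = log-phase Cryptococcus neoformans yeast cells | input = cells at 5 × 10^6 per mL | medium = fresh YPD growth medium | signal = luminescent adenylate kinase detection reagent | timing = 4 h at 37 °C static, read 1 h later | dosing = single dose | controls = Clomiphene as positive lysis control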
esBAF inh: SWI/SNF esBAF complex inhibition; reporter increase, % at 12.5 µM; 350,000 tested, 2% active; mouse ES cells, Bmi1-luciferase knock-in reporter, 24 h; 100% = twice the neutral-well signal; AID 602393; in the data active = activation above about 40%;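 also: 0% = median of the plate's neutral control wells and 100% = double that signal; a rise in the Bmi1 reporter signal indicates esBAF inhibition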
ERp5 inh: ERp5 (human) disulfide isomerase inhibition; Q15084; ERp5 insulin aggregation, absorbance 650 nm, 90 min; inhibition, % at 9.99 µM; 350,000 tested, 0.05% active; AID 651711;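 active = mean replicate inhibition above about 25%, with every replicate also reaching it, limit read from the data, passing the limit was not always enough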
Target sequence (Q15084 whole entry, looked up): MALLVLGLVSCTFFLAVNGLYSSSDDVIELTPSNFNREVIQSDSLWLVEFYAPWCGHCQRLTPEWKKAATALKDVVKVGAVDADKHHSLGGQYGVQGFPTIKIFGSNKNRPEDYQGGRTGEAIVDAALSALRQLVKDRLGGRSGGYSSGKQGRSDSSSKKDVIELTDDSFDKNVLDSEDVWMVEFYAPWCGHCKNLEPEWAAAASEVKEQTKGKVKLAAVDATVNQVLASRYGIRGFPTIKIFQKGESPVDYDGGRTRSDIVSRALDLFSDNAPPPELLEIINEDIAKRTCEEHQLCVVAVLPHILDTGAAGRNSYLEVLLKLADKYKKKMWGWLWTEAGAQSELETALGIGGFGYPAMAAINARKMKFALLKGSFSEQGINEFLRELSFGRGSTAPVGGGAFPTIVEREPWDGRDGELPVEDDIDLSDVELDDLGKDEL
* marks the source's active call; other numbers are inactive results; · = not tested or not shown; & = joins results of further samples; [ ] = remark or other dose. An excerpt; the hit share may differ from the screen's.

mol	SIRT5 block	miR-122 sensor	ARNT TACC3 PPI	C2C12 statin	Cneo AK release	esBAF inh	ERp5 inh
CCN1CCN(c2ccc(NC(=O)C(C)C)cc2Cl)CC1	·	·	4	-3	-2	-8	·
CC12CN3CCN(C1)CC(C)(C3)C2=NN	-5	·	3	·	·	·	6
O=c1[nH]c(=O)n(CCc2ccccc2)c(O)c1C=NCCCn1ccnc1	·	0	·	2	2	-12	·
CCCCC(CC)COC(=O)c1ccccc1C(=O)OCC(CC)CCCC (stereo not given)	8	-2	-18	1	-2	-3	-4
CCc1c(C)nc(N)nc1N1N=C1SCCOc1ccccc1	-2	-9	0	-4	1	6	2
CC(Cc1ccc(O)cc1)NCC(O)c1ccc(O)c(O)c1 (stereo not given)	6	1	·	11	2	-4	5
COc1ccc(N2CC2c2ccncc2)cc1 (stereo not given)	0	1	3	·	·	·	4
CCC(=O)Nc1ccc(Cl)c(Cl)c1	-3	2	-1	8	-3	4	-1
CCc1c(C)nc(N)nc1N1N=C1SCC(N)=O	·	12	-1	-2	3	-1	·
CN1CCN(c2ccc(F)cc2N)CC1	2	·	7	·	·	·	2
O=P(c1ccccc1)(c1nc2ccccc2s1)N1CCOCC1 (stereo not given)	·	8	24	15	5	-4	·
CC(=Nc1ccccc1N)c1c(O)n(C)c(=O)n(C)c1=O	-1	·	-2	-3	-2	11	1
Cc1cc(C)n2nc(SC(C)C(=O)N3CCC4(CC3)OCCO4)nc2n1 (stereo not given)	·	-8	4	-7	-1	-5	·
CN1CCN(Cc2nnc3n2-c2ccc(Cl)cc2C(c2ccccc2)=NC3)CC1	-1	-5	-6	·	2	·	-1
COc1ccc(-c2nn(CCC#N)cc2C(=O)Nc2ccccc2Cl)cc1	-1	-3	-3	4	-1	0	2
CCCNC1=C(C)C(=O)C2=C(C1=O)C(COC(N)=O)[C@]1(OC)C3NC3CN21 (stereo not given in full)	3	-19	4	1	-1	1	1
CCN1CCN(C(=O)COc2ccc(S(=O)(=O)Nc3ccc(Cl)cc3)cc2)CC1	-3	·	-1	-8	1	-2	-9
CCCN1[C@@H]2Cn3c(ccc(-c4cccc(C(=O)N(C)C)c4)c3=O)[C@H]1[C@@H](C(=O)OC)[C@@H]2CO	0	·	-1	19	0	3	0
O=C(Cc1ccccn1)N1CCCCN2[C@H](CO)[C@@H](c3ccc(-c4ccccc4F)cc3)[C@@H]2C1	-2	-1[16.7 µM]	6	17	6	5	1
COc1ccc(OCC(=O)N2CCN(Cc3nc4cc([N+](=O)[O-])ccc4n3C)CC2)cc1	-2	-19	5	5	·	-5	7
CCCCCn1c(=O)c(C(=O)Nc2cccc(C)n2)c(O)c2ccccc21	-2	·	-26	-3	0	0	4
COC(=O)C1=C(c2ccc(Cl)c(C(F)(F)F)c2)C[C@@H]2CC[C@H]1N2C(=O)NCCCOC(C)C	·	-7	-6	-5	0	-2	·
Cc1cc(C)n(-c2ccc(NN=C(C#N)C#N)cc2)n1	3	-5	9	-20	0	-3	2
O=c1[nH]c(=S)n(Cc2ccc(F)cc2)c(O)c1C=NCc1ccc2c(c1)OCO2	2	·	-7	·	·	·	6
CCCCCCn1c(=O)c(C(=O)Nc2ncccc2O)c(O)c2ccccc21	0	-2	-5	-380	0	-16	-2
CSCCC(c1nnnn1Cc1ccccc1)N1CCC2(CC1)C(=O)NCN2c1ccccc1 (stereo not given)	-1	14	·	7	-21	-2	3
Cc1ccc(C2N(c3ccccn3)C(=O)C3CCCN32)o1 (stereo not given)	-1	-9	9	2	0	3	2
Clc1ccc2c(c1)C(c1ccccc1Cl)=NCc1nnc(Br)n1-2	·	-3	25	30	-1	-1	·
Cc1cc(Oc2ccc(C(F)(F)F)cc2[N+](=O)[O-])c2c3c(c(=O)oc2c1)CCC3	·	8	3	·	-1	·	·
COC(=O)C1=C(c2ccc(F)cc2F)C[C@@H]2CC[C@H]1N2C(=O)N1CCC(C)CC1	-1	-2	·	-1	1	8	-7
O=C1C2CCCN2C(c2cccc(Cl)c2)N1c1ccccn1 (stereo not given)	·	4	-1	3	1	1	·
O=C(c1cccc2ccccc12)C1CCCN(C2CCC2)C1 (stereo not given)	-2	·	-7	·	·	·	3
COc1ccc(C(=O)C2CCCN(Cc3ccc(F)cc3F)C2)cc1F (stereo not given)	3	2	1	4	12	-1	2
O=C1NC(=O)C2(Cc3ccccc3N3CCCC32)C(=O)N1Cc1ccccc1 (stereo not given)	·	3	0	-3	-4	1	·
CSCCC(c1nnnn1C1CCCCC1)N1CCC(n2c(=O)[nH]c3ccccc32)CC1 (stereo not given)	4	-4	·	5	-3	-2	-2
CC(CC(C#N)(c1ccccc1)c1ccccc1)N1CCOCC1 (stereo not given)	-2	2	1	0	5	·	0
Cc1cc2c(s1)NC(=O)CN=C2c1cccs1	0	-4	-10	11	2	-4	1
CS(=O)(=O)CCN1CC2CCCC(C2)C1	-3	·	-2	4	-12	11	0
CC1CN(O)C2CCc3c(no[n+]3[O-])C12O (stereo not given)	·	3	-8	-8	0	-2	·
NC(=S)/N=C/c1c(O)[nH]c(=O)[nH]c1=O	1	·	30	·	·	·	4
CCOC(=O)Cn1cc(C(=O)c2ccccc2F)c2ccccc21	·	40	6	·	-2	-3	·
CCN1C[C@]2(C)CC[C@H](O)[C@]34C1[C@H](C[C@H]23)[C@@]1(O)C[C@H](OC)[C@H]2C[C@@H]4[C@@H]1C2O (stereo not given in full)	3	-2	-3	-2	0	0	6
COc1ccc(CCNC2CCCCC2)cc1	-1	·	-10	·	·	·	-1
CCN1CC=C(c2c[nH]c3ccccc23)CC1	·	-13	-6	-125	1	1	·
Cc1ccc(N2C(=O)NC(=O)/C(=C\c3cn(CC(=O)O)c4ccccc34)C2=O)cc1	7	-3	3	30	6	0	0

Entries listed so far that have a cyano group (3):
mol	SIRT5 block	miR-122 sensor	ARNT TACC3 PPI	C2C12 statin	Cneo AK release	esBAF inh	ERp5 inh
COc1ccc(-c2nn(CCC#N)cc2C(=O)Nc2ccccc2Cl)cc1	-1	-3	-3	4	-1	0	2
Cc1cc(C)n(-c2ccc(NN=C(C#N)C#N)cc2)n1	3	-5	9	-20	0	-3	2
CC(CC(C#N)(c1ccccc1)c1ccccc1)N1CCOCC1 (stereo not given)	-2	2	1	0	5	·	0

(list continues)
mol	SIRT5 block	miR-122 sensor	ARNT TACC3 PPI	C2C12 statin	Cneo AK release	esBAF inh	ERp5 inh
Cc1c(P(=S)(c2ccccc2)c2ccccc2)[n+]2ccccc2n1C	12&-8	2	1	-42	-2	8	8&8
C=C(C=O)CC1CC(O)[C@]2(C)OC3CC4OC5C[C@]6(C)O[C@]7(C)CCC8OC9C[C@]%10(C)OC%11C(C)=CC(=O)OC%11CC%10OC9C[C@@H](C)C8OC7CC6O[C@]5(C)CC5OC5C4OC3CC2O1 (stereo not given in full)	·	38	-6	-261	-3	-88	·
COc1cc(C(=O)O)cc(OC)c1OC	0	-6	-1	12	6	-10	2
Cc1cc(Cl)ccc1OCC(=O)O	-3	-1	-5	2	1	3	-1
CCn1c(=N)n(Cc2ccccc2F)c2ccccc21	·	-1	-1	-1	-1	-2	·
O=[N+]([O-])c1ccc2c(c1)Cc1cc(O)ccc1-2	4	1	·	1	·	28	-3
CC(=O)Nc1ccc([As](=O)(O)c2ccc([N+](=O)[O-])cc2)cc1	1	-3	-1	9	·	7	9
CC1=C(N2CC2)C(=O)C(CO)=C(N2CC2)C1=O	-1	-4	4	·	·	·	-8
O=C1Nc2ccccc2C1Cc1nc2ccccc2c(=O)n1-c1ccccc1 (stereo not given)	-3	·	-4	·	·	·	14
COCCCN=Cc1c(O)[nH]c(=S)[nH]c1=O	·	·	-10	7	-2	1	7
COCCCN1Cc2ccccc2C1=N	·	4	7	-19	0	-11	·
CC=C(CC)C1(CCC)C(=O)NC(=S)NC1=O	-2	·	-1	·	·	·	-1
COC(=O)C1=C(c2cccc(OCc3ccccc3)c2)C[C@@H]2CC[C@H]1N2C(=O)NCc1ccc2[nH]ccc2c1	-2	3	4	17	5	7	1
Cc1cccc(S(=O)(=O)N2[C@@H]3c4ccc(-c5ccncc5)c(=O)n4C[C@H]2[C@H](CO)[C@H]3C(=O)O)c1	-33	0[16.7 µM]	-11	13	-2	3	3
C=C1[C@H]2C[C@H]3[C@H]4N5C[C@]6(C)CCC[C@]47[C@H]([C@H]2O)[C@]3(C[C@]5(O)[C@H]67)[C@@H]1O	·	-18	-4	6	1	-1	3
O=C(CCC(=O)N1C[C@H]2C[C@@H](C1)c1cccc(=O)n1C2)NCc1cccc(C(F)(F)F)c1	1	-4	-1	-1	6	-6	-4
CSc1ccc(CN2CCN(C(=O)COc3ccc(C)cc3)CC2)cc1	-3	3	·	·	·	·	0
CSc1nc(N2CCN(C)CC2)c2ccccc2n1	-1	2	-2	-1	0	-6	-2
CC(=O)Nc1cc([As](=O)(O)O)ccc1O	-3	-1	-5	3	0	4	2
CC(=O)N1CCN(c2ccc(N=Cc3c(O)n(-c4ccc(Cl)cc4)c(=O)[nH]c3=O)cc2)CC1	·	3	9	-21	-2	-8	·
Cn1cnnc1Sc1cc(N2CCNCC2)ccc1[N+](=O)[O-]	-2	-18	2	4	3	0	1
OCc1cnc[nH]1	-3	1	-14	-9	-1	-1	-2
O=C(C[N+]12CCC(CC1)C(C(O)(c1ccccc1)c1ccccc1)C2)c1ccc(Br)cc1 (stereo not given)	-5	·	10	·	2	·	1
COC(=O)C1=C(c2ccccc2)C[C@@H]2CC[C@H]1N2C	-2	-4	2	-2	4	1	4
OC1/C(=C/c2ccc(F)cc2)N2CCC1CC2 (stereo not given)	-4	·	-3	·	·	·	8
CN1C(C(=O)N2CCC3(CC2)OCCO3)=CC(c2ccc(F)cc2)=NS1(=O)=O	-1	-2	-1	-2	-4	-2	1
COC(=O)C1=C(c2ccc(OC(F)(F)F)cc2)C[C@@H]2CC[C@H]1N2C(=O)NCCc1ccccc1	·	0	17	3	26	-12	5
COc1ccc(CCNC2CCCCCC2)cc1	·	-3	-6	4	2	-2	-4
COCCNC(=O)CN1C(=O)CN=C(c2ccccc2)c2ccccc21	-2	-5	-2	8	-1	-4	-6
CCN(CC)S(=O)(=O)c1ccc(C(=O)NC2CN3CCC2CC3)cc1 (stereo not given)	-1	0	-18	3	0	1	-6
Nc1nnc(P(c2ccccc2)c2ccccc2)s1	-3	2	1	-2	0	10	3
CCCNC(=O)[C@@H]1[C@@H](CO)[C@@H]2Cn3c(cccc3=O)[C@@H]2N1C	0	·	3	-34	1	3	-2
CCCCC12CNCC(C)(CNC1)C2=O	·	-1	-9	-1	0	7	·
CCOc1ccc(-n2c(O)c(C=Nc3ccc(N(CC)CC)cc3)c(=O)[nH]c2=O)cc1	·	·	-12	-8	1	-1	·
COc1ccc(-c2ccc([C@H]3[C@@H](CO)N4CCCCN(C(=O)Cc5ccncc5)C[C@H]34)cc2)cc1	3	-4[16.7 µM]	3	-12	8	0	2
CCOC(=O)c1cccc(C2=C(CNC(=O)c3ccc([N+](=O)[O-])cc3)[C@H]3CC[C@@H](C2)N3Cc2ccccc2)c1	-3	0	·	-1	1	-5	0
CCCCCCC(=O)N/N=C/c1c(O)n(C(C)CC)c(=S)[nH]c1=O (stereo not given)	4	-1	50*	7	-2	-8	0
CCCNC(=O)N1[C@@H]2Cn3c(ccc(-c4ccccc4OC)c3=O)[C@H]1[C@@H](C(=O)OC)[C@@H]2CO	-16	1[16.7 µM]	5	4	52	5	-2
Cc1cccnc1-n1c(C)nc2ccccc2c1=O	·	·	·	-2	-3	-6	·
